# From PubChem
# PAX8 inh HTS – lowers PAX8-driven luciferase in RMG-I cells. inhibition, % at 12.6 µM. hit rate 1.2% among 360,000. RMG-I TPO-luciferase reporter, SteadyGlo, 24 h. AID 652154;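 active = mean replicate inhibition at least 60% with every replicate also reaching 60%; inconclusive = only one of the two criteria is met; inactive = mean below 60% and not all replicates reaching 60%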;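 note: luciferase light reporting Pax8 driven TPO promoter activity; plate controls were median of neutral control wells for no effect and mitoxantrone controls for full effect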
# miR-122 sensor – blocks miR-122 activity in Huh7 sensor cells | Huh7 miR-122 Renilla luciferase sensor, 48 h; neutral wells = 0, positive control = 100 | activation (reporter increase), % at 12.5 µM | hit rate 0.3% among 340,000 | AID 602342;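 active = mean replicate activation score at least 90 and every replicate individually at or above 90; inconclusive = only one of the two criteria met; inactive = neither criterion met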;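 note: higher luciferase means less miR-122 activity so hits act as miR-122 inhibitors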
# Cneo AK release – Cryptococcus neoformans lysis via adenylate kinase release. hit rate 0.2% among 360,000. lysis activity, % at 15 µM. AID 651654. C. neoformans lysis, adenylate kinase release luminescence, 4 h; normalised: neutral wells 0, clomiphene wells 100;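 active = mean lysis activity across replicates of at least 80%, whatever share of replicates individually reach that level; inactive = mean lysis activity below 80%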
#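 Assay system: Cryptococcus neoformans yeast cells / Dosing: single-point compound dose / Timing: 4 h at 37 °C static, read 1 h later / Measured by: luminescence of released adenylate kinase using an AK detection reagent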
# PGC1a acetyl inh – PGC1a acetylation modulation, inhibitor mode; U2OS PGC1a acetylation, AlphaScreen anti-acetyl-lysine; with virally co-expressed GCN5 acetyltransferase; inhibition, % at 15.6 µM; hit rate 0.17% among 350,000; AID 651687;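 active = every replicate shows inhibition of at least 40%; inconclusive = mean inhibition at least 40% but some replicate below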;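 note: 0% = neutral control wells and 100% = positive control wells; some results beyond the cut were filed as inactive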
# EWS-Fli inh – blocks EWS/Fli oncoprotein-driven transcription; AID 651661; inhibition, % at 12.6 µM; hit rate 0.67% among 350,000; A673 NR0B1-luciferase reporter, viability-normalised;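 active = mean inhibition of at least 50% after viability correction, with every replicate also passing that limit; inconclusive = mean reaches 50% but only one of two replicates passes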;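 note: firefly luciferase signal divided by Alamar Blue viability fluorescence both relative to DMSO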
# LGR2 antag – Drosophila LGR2 receptor signaling inhibition. HEK293 LGR2, CRE-luciferase, bursicon-stimulated, 4 h. inhibition, % at 9.99 µM. hit rate 0.35% among 380,000. AID 720647;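 active = drop in luminescence signal, shown as inhibition above about 50% in the replicate tests, limit read from the data, passing the limit was not always enough; inconclusive = probably only some replicates passing the limit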;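 note: agonist challenge used bursicon conditioned medium at about half maximal strength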
# FN deposit inh – fibronectin deposition inhibition | AH1F fibroblasts, Alexa488-fibronectin deposition fluorescence, overnight | inhibition, % at 12.6 µM | hit rate 0.086% among 350,000 | AID 743247;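 active = mean inhibition across replicates of 30% or more, regardless of how many single replicates reach that level; inconclusive = mean under 30% yet at least half of replicates reach 30%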;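 note: positive control wells lacked labelled fibronectin entirely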
#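 Assay system: AH1F fibroblast monolayer, labelled fibronectin deposition. Amount: 10000 cells per well. Also added: labelled fibronectin 24 nM. Compound: single-point pinned compound. Incubation: cell attachment 1 h, compound and FN exposure overnight. Detection: fluorescence after three HBSS washes, excitation 485 nm, emission 525 nm. Read-out: inhibition of fibronectin deposition signal.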
# Casp6 inh – inhibitors of human caspase-6. P55212. inhibition, % at 12.5 µM. purified caspase-6, Z-VEID-R110 cleavage fluorescence. hit rate 0.53% among 350,000;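 active = mean inhibition across replicates at least about 35%, with every replicate also reaching that limit, limit read from the data; inconclusive = only one of the two criteria met; inactive = neither criterion met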;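 note: 0% = median of neutral control wells and 100% = no fluorescence left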
# Target sequence (P55212 24-179 limits assumed): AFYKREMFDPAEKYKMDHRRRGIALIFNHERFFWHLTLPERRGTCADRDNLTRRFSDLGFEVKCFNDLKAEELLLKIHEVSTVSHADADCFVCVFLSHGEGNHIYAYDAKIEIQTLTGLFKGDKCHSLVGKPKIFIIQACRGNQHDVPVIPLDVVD
# Target sequence (P55212 194-293 limits assumed): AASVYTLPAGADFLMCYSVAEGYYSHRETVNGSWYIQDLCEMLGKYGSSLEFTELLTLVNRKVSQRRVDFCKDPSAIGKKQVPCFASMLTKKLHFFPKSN
# Starred values were filed as active, the others as inactive; u = inconclusive; x = not tested or not shown; & = joins results of further samples; [ ] = remark or other dose. Compounds as they come (roughly 2.5% active in at least one column).
SMILES,PAX8 inh HTS,miR-122 sensor,Cneo AK release,PGC1a acetyl inh,EWS-Fli inh,LGR2 antag,FN deposit inh,Casp6 inh
CCC(C)NC(=O)c1cnn2c(C)c3c(nc12)CCCC3 (stereo unspecified),x,-5,4,4,x,-12,-5,x
C/C(CC(=O)Nc1ccc2c(c1)OCCO2)=N\NC(=O)c1cccc(O)c1,-13,-3,-2,-9,-5,-8,4,-2
O=C(NC1CCCCCCC1)c1ccc2c(c1)OCO2,-115,2,-11,-14,x,x,6,x
O=C(O)CCCCc1nc2ccccc2s1,1,4,-1,x,x,x,-5,x
Cc1ccc(OCC(=O)NCc2ccc3c(c2)OCO3)c([N+](=O)[O-])n1,-12,-7,2,0,-3,2,x,x
CCCC(=O)N1CC2(C1)CN(Cc1cccnc1)[C@@H](CO)c1[nH]c3cc(OC)ccc3c12,x,x,x,-2,-10,-5,3,1
S=C(c1ccc(-c2ccc(Cl)cc2)o1)N1CCCCC1,x,-3,-5,-3,x,5,-6,x
CC(=O)N/N=C(\C)C1COc2ccccc2O1 (stereo unspecified),0,x,6,24,20,5,0,-2
COC(=O)CSc1nc2ccc(C)cc2cc1C#N,-219,x,x,x,-238,41,-10,0
CN(C)S(=O)(=O)c1cccc(NC(=S)NN=C(Cc2ccccc2)Cc2ccccc2)c1,38,x,x,x,-15,33,11,-1
Cc1ccc(S(=O)(=O)Nc2ccc3c(c2)C(=O)N([C@H](C)CO)C[C@H](C)[C@@H](CN(C)C(=O)Nc2ccc(C(F)(F)F)cc2)OCCCC[C@@H](C)O3)cc1,-3,7[16.7 µM],-3,0,0,-5,-11,0
C[C@H](CO)N1C[C@H](C)[C@@H](CN(C)CC2CC2)Oc2c(NC(=O)Nc3ccc4c(c3)OCO4)cccc2C1=O,x,x,x,-2,-47,-12,x,-1
Cc1ccc2c(c1)nnn2C1CCN(S(=O)(=O)c2ccc3ccccc3c2)CC1,x,-1,-2,-5,x,x,1,x
COCOc1cc(O)c2c(=O)c(OCOC)c(-c3ccc(OCOC)c(OCOC)c3)oc2c1,x,0,-1,3,-2,-12,x,51*
C[C@@H]1CN([C@H](C)CO)C(=O)c2cc(NC(=O)Nc3ccc(F)cc3)ccc2O[C@@H](C)CCCCO[C@@H]1CN(C)C(=O)CCCN(C)C,-7,x,x,x,-4,0,2,-20
C[C@@H]1CN([C@H](C)CO)C(=O)c2cc(NC(=O)C3CC3)ccc2O[C@@H]1CN(C)C(=O)Nc1ccc2c(c1)OCO2,-10,2[16.7 µM],-3,x,12,-37,x,0
O=C(O)CCC(=O)NNC(=O)c1ccc([N+](=O)[O-])cc1,6,x,x,3,6,15,10,-2
COc1ccccc1/C=C/C=N/n1c(-c2ccccc2)n[nH]c1=S,0,x,x,-2,15,0,4,-2
CCCCN(C)CCCNC(=O)c1cn(CC)c2ccc(S(=O)(=O)N3CCOCC3)cc2c1=O,-4,-2,2,-10,-1,10,2,-5
CCOC(=O)C1=C(C)Nc2nc(SCC(=O)OC)nn2C1c1cc(F)cc(F)c1 (stereo unspecified),-1&0,-3,-1,-12,2,20,-7&-4,-2
COc1ccc2c3c(n(C)c2c1)[C@H](CO)N(C(=O)NC(C)C)CC31CCN(CC2CC2)CC1,12,x,x,x,1,8,x,-7
Cc1ccc(OCC(=O)NC(=S)Nc2cccc(NC(=O)c3ccccc3Cl)c2)cc1,11,-3,0,2,6,3,-14,1
Cc1nc(SCC(=O)NC(C)c2ccccc2)c2oc3ccccc3c2n1 (stereo unspecified),3,2,0,-1,x,x,-2,x
O=C(C[C@@H]1CC[C@@H](NC(=O)CCN2CCCCC2)[C@@H](CO)O1)NCc1ccc(Cl)c(Cl)c1,-2,-4[16.7 µM],2,-9,-2,0,-15,-6
CC(=O)c1ccc(NC(=O)CN2C(=O)NC3(CCc4ccccc43)C2=O)cc1 (stereo unspecified),-6,-5,-2,12,8,-11,5,-1
COc1ccc(C2(O)C(=O)Nc3ccccc32)cc1 (stereo unspecified),-7,4,0,4,-1,-7,-5,-3
COc1ccc(S(=O)(=O)n2ccc(C(C)Oc3ccc(-c4ccccc4)c(F)c3)n2)cc1 (stereo unspecified),-4,0,1,-8,x,x,0,x
COc1ccc(OCCOC(=O)CNS(=O)(=O)c2ccc(SC)c([N+](=O)[O-])c2)cc1,1,-5,1,2,11,12,1,5
Cc1cc2c(c(=O)o1)[C@@]1(C(=O)N(C)c3ccccc31)C1=C(CCCC1=O)O2,-18,x,x,x,-7,-16,-9,-2
C/C=C/c1ccc([C@H]2[C@@H](CO)N3C(=O)CN(C(=O)Nc4cccc(OC)c4)C[C@@H]23)cc1,18,x,x,6,-8,4,4,2
COC(=O)c1ccc(C2/C(=C(/O)c3ccc4c(c3)CC(C)O4)C(=O)C(=O)N2CCN2CCOCC2)cc1 (stereo unspecified),-18,-9,18,-4,-2,-9,-16,-3
COC(=O)c1ccc(/C=C2\Oc3ccccc3NC2=O)cc1,-82,0,0,3,-66,-22,-6,0
CCOc1ccc(S(=O)(=O)NCc2ccc3c(c2)OCO3)cc1C(=O)O,5,0,-2,16,7,13,-3,3
Cc1cc(C)cc(Nc2c3c(nc4ncnn24)CCC3)c1,21,x,x,x,26,-6,-11,6
COc1ccccc1S(=O)(=O)Nc1ccc2c(c1)C(=O)N(C)C[C@H](OC)[C@H](C)CN[C@@H](C)CO2,-11,x,0,-7,1,-8,-6,x
O=C(NCc1ccccc1)c1cc(C2COCCN2C(=O)OCCF)on1 (stereo unspecified),-6,-8,-4,-5,9,12,-4,-1
COCC(=O)N(C)C[C@@H]1[C@H](c2ccc(-c3cccnc3)cc2)[C@@H](CO)N1C(C)=O,-1,-7[16.7 µM],1,-9,-2,0,-1,-1
COCCNC(=O)C[C@@H]1C[C@H]2c3cc(NC(=O)NC4CCCCC4)ccc3O[C@H]2[C@H](CO)O1,-13,-4[16.7 µM],9,4,-1,15,-6,-1
COn1c(-c2ccc(C)cc2)nc2ncccc21,10,-10,2,9,-8,-7,-1,0
Cc1ccc(NC(=S)NC(=O)/C=C/c2ccc(Cl)cc2)cc1,-6,x,x,x,-6,x,2,-3

# Three entries out of the list above, ordered by their value in Casp6 inh, largest number first.
Compound | Casp6 inh
CCOc1ccc(S(=O)(=O)NCc2ccc3c(c2)OCO3)cc1C(=O)O | 3
COC(=O)c1ccc(/C=C2\Oc3ccccc3NC2=O)cc1 | 0
O=C(NCc1ccccc1)c1cc(C2COCCN2C(=O)OCCF)on1 (stereo unspecified) | -1

# (further entries)
SMILES,PAX8 inh HTS,miR-122 sensor,Cneo AK release,PGC1a acetyl inh,EWS-Fli inh,LGR2 antag,FN deposit inh,Casp6 inh
COc1ccc(NC(=O)N(C)C[C@@H]2Oc3ccc(NC(=O)CCN4CCOCC4)cc3C(=O)N([C@H](C)CO)C[C@H]2C)cc1,-6,-2[16.7 µM],4,5,-8,-1,-13,27
O=C(Nc1ccccc1)OCC1CCCO1 (stereo unspecified),-29,3,0,x,-50,-24,-5,2
COC(=O)c1ccccc1NC(=O)N1CCN(S(=O)(=O)c2ccc(Cl)cc2)CC1,13,0,-2,-2,x,x,4,x
O=[N+]([O-])c1ccc(Sc2cccc3cccnc23)c2cccnc12,39,x,x,39,0,4,-9,1
CN1C(=O)c2cc(NC(=O)C3CCCC3)ccc2OC[C@@H]2O[C@H](CC(=O)NCc3ccccc3F)CC[C@@H]21,-2,x,x,-4,4,-20,-3,0
OC[C@@H]1CN(Cc2cccs2)C[C@H](n2cnc3c(N4CCN(c5ccccc5)CC4)ncnc32)O1,14,5,-1,x,11,-18,-1,1
COCC(=O)N(C)C[C@@H]1Oc2cc(-c3cncnc3)ccc2S(=O)(=O)N([C@H](C)CO)C[C@@H]1C,x,1[16.7 µM],-7,-5,-8,-3,-13,-3
Cc1nc2ccc(NS(=O)(=O)c3c(C)c(C)cc(C)c3C)cc2s1,31,125*,-1,-3,x,x,2,x
CCOc1cccc(/C=C/c2ccc3ccccc3n2)c1OC(C)=O,-23,x,x,x,34,u,-9,2
CNC(=O)C[C@H]1CC[C@@H]2[C@H](COC[C@H](O)CN2Cc2ccncc2)O1,1,-1[16.7 µM],-1,-3,-4,-5,-19,0
C[C@@H]1CCCCO[C@@H](CN(C)Cc2ccccc2)[C@@H](C)CN([C@@H](C)CO)C(=O)c2cc(NC(=O)c3ccncc3)ccc2O1,7,-3[16.7 µM],51,-1,x,4,0,4
O=C1O[C@@H](c2ccccc2)[C@@H](c2ccccc2)N2[C@@H](c3ccc(O)cc3)[C@]3(C(=O)Nc4ccccc43)[C@@H](C(=O)N3CCCCCCC3)[C@H]12,3,x,-2,x,15,x,x,0
COc1ccc(-c2nnco2)cc1OC,-2,6,-1,1,x,x,-5,x
Cc1noc(C)c1S(=O)(=O)NC(=O)C1(C)CCN1C(=O)CC(c1ccccc1)c1ccccc1 (stereo unspecified),3,-2,0,-1,-14,4,1,-4
Cc1ccc([C@H]2C[C@H](O)[C@@H](n3cc(COC(=O)c4ccccc4)nn3)CN2C(=O)c2cccs2)cc1,-22,5,x,-1,-9,10,9,-1
Cc1ccc(C)c(NS(=O)(=O)c2ccc(OCC(=O)NCC3CCCO3)cc2)c1 (stereo unspecified),15,-5,-12,8,8,x,2,-2
c1ccc2c(c1)SCc1nnc(-c3ccncc3)n1-2,14,x,x,x,6,-1,7,-1
O=C(CSc1ccc2nnc(-c3ccccn3)n2n1)Nc1ccccc1,x,-3,6,4,-3,11,8,-9
CCOC(=O)N1CCC(NC(=O)C2CCCN(S(=O)(=O)c3ccc4c(c3)oc(=O)n4C)C2)CC1 (stereo unspecified),x,-9,-9,2,3,0,x,0
Cc1cc(NC(=O)NCc2ccccc2)c(=O)n(Cc2ccc(F)cc2)c1,-9,x,-1,x,-32,-4,2,1
Cc1ccc[n+](-c2nc([O-])sc2/C=N/Nc2ccc([N+](=O)[O-])cc2)c1,6,4,-3,3,-5,-7,0,-2
CCC(C)NC(=O)CN(c1cc(C)cc(C)c1)S(=O)(=O)c1c(C)[nH]c(=O)[nH]c1=O (stereo unspecified),1,-7,0,-13,0,-4,-6,1
Cc1ccc(OCCC(=O)N(Cc2ccccc2)c2c(N)n(Cc3ccccc3)c(=O)[nH]c2=O)cc1,10,-5,-1,-3,6,6,2,-4
CCc1nc(=O)c(-c2ccccc2)c(C)n1-c1ccccc1,9,x,1,x,-1,1,0,-1
CCn1c(SCC(=O)c2ccc(OC)cc2)nnc1C(C)NC(=O)c1ccc(OC)cc1 (stereo unspecified),x,-3,1,0,x,-6,x,x
Nc1nc(-c2cc3ccccc3o2)cs1,-187,9,0,10,-94,-69,-6,5
COc1ccc(/C=N\N=C2/SC(CC(=O)O)C(=O)N2c2ccc(O)cc2)cc1OC (stereo unspecified),20,-6,x,x,x,-8,2,x
CN(C)c1ccc(-c2nc3cnccn3c2Nc2ccc3c(c2)OCCO3)cc1,-32,0,-3,6,-13,-51,-5,1
COc1cccc(C(=O)CSc2nnc(-c3ccco3)n2CC2CCCO2)c1 (stereo unspecified),-4,-5,1,0,x,x,9,x
